Screening data (PubChem)
PhoP inhibition: PhoP-dependent GFP reporter repression – Salmonella Typhimurium, primary screen (AID 1863); S. Typhimurium PhoP-regulated promoter GFP reporter, 4 h; higher % means a stronger effect; 0.16% of 300,000 active; one-dose inhibition, % at 50 µM; IC50 in µM for titrated hits;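 active means inhibition over 29.93%, a cutoff 3 SD above the screen mean, later confirmed by dose response; inconclusive means inhibition over 29.93% but no dose response follow-up; inactive means inhibition at most 29.93% or unconfirmed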;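 further: 0% = low Mg2+ inducing control and 100% = high Mg2+ repressing control; strong numbers were not always called active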
MgcRacGAP inhibition: MgcRacGAP GTPase-activating activity inhibitors, confirmation, biochemical, ADP Hunter fluorescence; one-dose inhibition, % at 30 µM; IC50 in µM for titrated hits; AID 624330; 0.6% of 340,000 active; MgcRacGAP-stimulated Rac1 GTP hydrolysis, ADP Hunter fluorescence; higher % means a stronger effect; GST-tagged Rac1 F28L mutant substrate;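 active means first-screen hits whose inhibition reached a set limit at any dose in the follow-up dose series; inconclusive means inhibition above the set first-screen limit but never retested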;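 further: fluorescence reports GDP produced by GAP-driven GTP hydrolysis; strong numbers were not always called active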
K1F lysis inhibition: inhibition of K1F phage lysis, E. coli UTI89, bacterial capsule biogenesis inhibitors, alamar blue (AID 488966). E. coli UTI89 K1F phage lysis, alamar blue, 2 h; higher % means a stronger effect. 0.02% of 340,000 active. inhibition, % at 100 µM; hits with a dose series show IC50 in µM;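 active means phage lysis inhibition, versus mean bacterial control, above a set limit; inconclusive means no clear call, values can overlap the other calls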;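 further: capsule biogenesis inhibitors block K1F phage lysis so surviving cells raise fluorescence; higher fluorescence means more inhibition of phage lysis; actives were called in the ten point dose series up to 300 µM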
RSV antiviral HEp-2: inhibition of RSV-induced cytopathic effect – HEp-2 cells, primary 10 µM value included (AID 2391). HEp-2 cells, RSV-induced CPE inhibition; higher % means a stronger effect. CPE inhibition, % at 10 µM, or IC50 in µM where a hit was titrated. 0.13% of 310,000 active; in the data active means a potency from the dose series; inconclusive means CPE inhibition mostly from about 23% at the one dose, without a potency; inactive means the rest, 99 in 100 with CPE inhibition below about 21%; further: strong numbers were not always called active
NTR1 ag: NTR1-driven beta-arrestin-GFP spot formation – imaging, U2OS cells, high content, primary screen (AID 493036); P30989; agonist mode; activation, % at 20 µM; 0.17% of 330,000 active;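 active means activation at or above 40% of the spot to cytoplasm intensity ratio, with at least 20 cells analyzed; inconclusive means wells under 20 cells, flagged as cytotoxic or low count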;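 further: 0% = DMSO without peptide and 100% = 100 nM NTR1 peptide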
Target sequence (P30989 whole entry, looked up): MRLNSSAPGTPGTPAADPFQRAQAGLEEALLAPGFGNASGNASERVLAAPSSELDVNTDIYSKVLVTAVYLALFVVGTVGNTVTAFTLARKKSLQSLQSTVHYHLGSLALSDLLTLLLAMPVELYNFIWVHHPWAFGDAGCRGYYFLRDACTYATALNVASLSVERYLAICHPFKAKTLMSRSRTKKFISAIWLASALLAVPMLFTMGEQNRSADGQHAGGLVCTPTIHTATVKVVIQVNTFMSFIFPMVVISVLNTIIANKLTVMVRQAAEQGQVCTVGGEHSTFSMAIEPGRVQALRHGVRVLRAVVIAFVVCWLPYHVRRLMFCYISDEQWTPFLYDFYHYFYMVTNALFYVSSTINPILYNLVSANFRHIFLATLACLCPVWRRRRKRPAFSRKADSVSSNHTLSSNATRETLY
Large T inhibition: SV40 large T antigen inhibitors, biochemical (AID 1903) | one-dose inhibition, % at 20 µM; IC50 in µM for titrated hits | SV40 large T antigen ATPase/helicase inhibition assay; higher % means a stronger effect | 0.39% of 310,000 active; in the data active means a potency from the dose series; inconclusive means inhibition mostly from about 32% at the one dose, without a potency; inactive means the rest, 99 in 100 with inhibition below about 32%; further: strong numbers were not always called active
T cell HTS: T cell immune modulators affecting CD8 T cell-vesicle binding; 2C CD8+ T cell-vesicle binding, flow cytometry; stronger effect = lower value; calls only at 7 µM; 0.068% of 330,000 active;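 active means response, share of CD8 T cells binding vesicles, and their 90th percentile fluorescence all below set limits, cut at about 80% in these data, passing the limit was not always enough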
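Benchmarks: naked versus QL9-loaded vesicles / Assay system: purified 2C TCR transgenic mouse naive CD8+ T cells / Technique: high-throughput flow cytometry with anti-B7-1 and anti-CD8 staining / Timing: Cell–vesicle co-incubation 1.5 h at 37 °C, staining 20 min on ice / Read-out: percent CD8+ FL2 mean versus row control / Probe or stimulus: QL9-loaded Drosophila micro-vesicles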
NS5 inhibitors: flavivirus cap methylation enzyme inhibition – biochemical, confirmation dose response, primary screen (AID 588689). Dengue-2 NS5 methyltransferase capping enzyme assay, biochemical; higher % means a stronger effect. inhibition, % at 25 µM, or IC50 in µM where a hit was titrated. 0.3% of 340,000 active; in the data active means a potency from the dose series; inconclusive means inhibition above about 29% without an active follow-up result
West Nile antiviral: inhibition of WNV-induced cytopathic effect – cell-based, CPE readout (AID 1621); West Nile virus-infected cells, CPE inhibition; higher % means a stronger effect; CPE inhibition, % at 10 µM, or IC50 in µM where a hit was titrated; 0.02% of 290,000 active; in the data active means a potency from the dose series; inconclusive means CPE inhibition mostly from about 3.7% at the one dose, without a potency; inactive means the rest, 99 in 100 with CPE inhibition below about 2.2%; further: strong numbers were not always called active
T cell HTS vesicle-bound %: also measured in T cell HTS; calls as there; double positive events, %; measured here: CD8+ vesicle-bound cell fraction;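 binding gate set so that unloaded-vesicle control wells show 10% double positive cells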
NTR1 ag cell count 20 µM: recorded beside NTR1 ag, whose call it bears; cell count; measured here: cell count, cytotoxicity flag
NS5 inhibitors pilot replicate: recorded beside NS5 inhibitors, whose call it bears; inhibition, %; measured here: pilot screen replicate inhibition
* marks the source's active call; other numbers are inactive results; i = inactive; ? = inconclusive; / = not tested or not shown; [ ] = another dose, or the depositor's remark.

SMILES | PhoP inhibition | MgcRacGAP inhibition | K1F lysis inhibition | RSV antiviral HEp-2 | NTR1 ag | NTR1 ag cell count 20 µM | Large T inhibition | T cell HTS | T cell HTS vesicle-bound % | NS5 inhibitors | West Nile antiviral | others
CC(=O)C1=C(O)C(=O)N(c2ccc(O)cc2)C1c1ccc(C)cc1 (centres undefined) | 1% | 23% | 0.4% | -1.0% | -1.0 | 61 | 23% | i | 66 | / | -1.0%
Cc1nn(CC(=O)NCc2ccco2)c(C)c1[N+](=O)[O-] | 0% | 11% | -0.2% | -0.5% | -0.1 | 55 | 22% | i | 23 | -9% | 0.0%
CC1=CC2=NC(=O)CC(C)(C(=O)N(CC(=O)NC3CCCC3)c3cc(C)cc(C)c3)N2C=C1 (centres undefined) | 6% | 4% | 0.2% | 4.5% | -0.6 | 27 | 10% | i | 6 | -6% | 0.6%
CCCCCCCCCCOC(=O)Cn1c(COc2cccc(OC)c2)[n+](C)c2ccccc21 | / | 7% | -0.5% | 0.4% | 69* | 71* | 9% | i | 27 | -9% | ?
COCCn1cc(C(=O)NCc2ccco2)c2c3ccccc3n(C)c2c1=O | -8% | 13% | 0.4% | 5.0% | 4.6 | 67 | 5% | i | 61 | -9% | -0.6%
COc1cccc(C2C(=O)c3ccccc3C2=O)c1 | -44% | / | / | / | 18 | 38 | 11% | i | 13 | / | 0.1%
CCN(C(=O)COC(=O)/C(C#N)=C/c1ccc(N(C)C)cc1)C1CCS(=O)(=O)C1 (centres undefined) | / | 0% | 5.4% | / | -0.5 | 46 | / | i | 49 | -45% | /
Cc1nnc(NC(=O)C2=COCCO2)s1 | -8% | 1% | 0.5%[50 µM] | 0.2% | 1.8 | 56 | 12% | i | 34 | -11% | /
CSc1ccc(CNC(=O)Cc2ccc(NC(=O)C3=C(C)OCCS3)cc2)cc1 | -1% | -30% | -0.4% | -0.1% | 0.0 | 52 | / | i | 16 | -2% | 1.0%
O=C(CSc1cccs1)Nc1ccc(Cl)cc1 | 3% | 12% | -0.4% | 2.3% | 0.9 | 46 | 1% | i | 36 | 12% | -0.4%
Cc1cc[n+](-c2nc3ccccc3nc2[N-]S(=O)(=O)c2ccccc2)cc1 | -12% | 5% | 0.2% | 1.0% | -0.5 | 63 | 3% | i | 43 | 1% | 0.5%
O=C(c1cccs1)N1CCC(c2ccccc2)C1 (centres undefined) | 10% | 6% | 0.5% | 1.0% | -3.4 | 19 | 6% | i | 21 | 2% | -0.2%
O=C(O)C1CCCN1S(=O)(=O)c1ccc2[nH]c(=O)c(=O)[nH]c2c1 (centres undefined) | 35% | 7% | 0.3% | -0.5% | -0.8 | 62 | -1% | i | 24 | 3% | 0.8% | NS5 inhibitors pilot replicate=3.9
Cc1ccc(NS(=O)(=O)c2ccc3c(c2)c(=O)n(C)c(=O)n3C)cc1F | -1% | 4% | 1.1% | 1.6% | -1.0 | 53 | 19% | i | 51 | -9% | -0.1%
CCCCOc1ccc(CC(=O)NCC(=O)O)cc1 | 1% | -8% | -0.4% | 1.6% | 4.5 | 72 | 11% | i | 4 | 7% | -0.2%
CCC(CC)C(=O)OCC(=O)Nc1cc(OC)c([N+](=O)[O-])cc1C | 17% | -10% | -6.8% | 3.1% | -0.2 | 68 | -7% | i | 23 | 0% | -1.0%
CCOC(=O)c1cnc(-c2ccccc2O)nc1Cl | 4% | 11% | 0.2% | 1.7% | -1.5 | 93 | 18% | i | 55 | -6% | 1.1%
CC(=O)Nc1ccc(OCc2cccc([N+](=O)[O-])c2)cc1 | 0% | 3% | 0.6% | 2.1% | -2.2 | 91 | 4% | i | 57 | -2% | -0.5%
Cc1ccc(S(=O)(=O)N2CCC(C(=O)NCc3ccncc3)CC2)cc1 | 3% | 2% | -0.1% | 2.4% | 0.6 | 89 | 7% | i | 19 | -2% | -0.7%
COc1ccc(C(=O)OCC(=O)c2ccc3c(c2)NC(=O)CO3)cc1OC | / | 3% | 1.2%[50 µM] | / | -2.7 | 56 | / | i | 60 | 4% | /
Cc1cccc(NC(c2ccc(C)s2)c2ccc3ccc(C)nc3c2O)n1 (centres undefined) | 23% | 3% | 1.0%[50 µM] | 20% | -2.1 | 117 | 5% | i | 5 | -3% | ?
Cc1ccc(C)c(NC(=O)Cn2nnc(C(=O)NCc3cccs3)c2N)c1 | 3% | 8% | 0.1% | 0.9% | -1.4 | 79 | 4% | i | 24 | 6% | 0.3%
COC(=O)c1cccc(C(=O)N2CCCC(CNC(=O)c3ccccc3Cl)C2)c1 (centres undefined) | -10% | 10% | 1.2% | 0.1% | 0.5 | 75 | 13% | i | 32 | 1% | -0.5%
COCCCNC(=S)NNC(=O)c1csc2ccccc12 | -4% | 0% | 0.5%[50 µM] | 4.2% | 1.4 | 53 | 9% | i | 4 | 0% | 0.8%
O=C(CCn1nc(-c2ccc(Cl)cc2)ccc1=O)N1CCN(c2ccc(F)cc2)CC1 | 11% | 9% | 0.4% | 4.7% | 2.8 | 96 | -2% | i | 25 | 0% | -0.8%
Cc1cccc(OCC(=O)O/N=C(\N)c2ccc(Br)cc2)c1 | -3% | 12% | 0.2% | -0.2% | 2.8 | 45 | 8% | i | 38 | 8% | -0.2%
CC(C)=NN1C(=O)c2ccccc2NC1(C)C | -4% | 13% | -1.0% | 2.0% | -0.7 | 56 | 0% | i | 25 | 0% | 0.1%
O=C(CSc1nc2cc(Cl)ccc2s1)N1CCN(C(=O)c2ccco2)CC1 | -5% | 7% | -0.3% | 4.6% | -0.7 | 40 | 9% | i | 38 | -1% | -0.2%
CN1CC(c2ccccc2)Oc2ccccc2C1=S (centres undefined) | / | 5% | 0.1% | / | 0.7 | 50 | 25% | i | 50 | -4% | /
CCS(=O)(=O)c1ccc2oc(SCC(=O)NCc3ccccc3)nc2c1 | 6% | -10% | 0.1% | 0.0% | 1.0 | 65 | -9% | i | 37 | -2% | 0.0%
O=S(=O)(c1ccc(Cl)cc1)N1CCC(O)(CN2CCN(Cc3ccccc3)CC2)CC1 | -6% | 7% | 5.0% | -2.5% | -0.9 | 29 | 6% | i | 47 | 0% | -1.3%
Cc1nc2c(cc(Oc3ccc(S(=O)(=O)N4CCOCC4)cn3)c3ccsc32)s1 | -6% | 7% | 0.2% | 15% | 4.1 | 77 | 3% | i | 28 | -3% | -0.8%
Cc1cccc(C)c1-n1nnnc1S(=O)(=O)Cc1ccccc1Cl | 15% | 2% | 4.8% | 0.4% | 5.6 | 59 | 14% | i | 18 | -3% | 0.5%
CSc1ccc(/C=N/NC(=O)CNc2ccc3ccccc3c2)cc1 | 10% | 6% | 0.3% | 5.8% | 4.2 | 79 | 8% | i | 55 | 6% | 0.0%
COc1ccccc1/C=N/NC(=O)c1cccc(OC(F)(F)C(F)F)c1 | 2% | 6% | 1.3%[50 µM] | 2.0% | 4.0 | 65 | 8% | i | 40 | -3% | -0.3%
COc1ccc(/C=C/C(=O)NC(=S)NNC(=O)[C@H]2C[C@@H]2c2ccccc2)cc1OC | -9% | -9% | -0.1% | 1.6% | -0.9 | 66 | 13% | i | 6 | -8% | 0.6%
COc1ccccc1NS(=O)(=O)c1ccc(N/N=C/C=C/c2ccccc2[N+](=O)[O-])c([N+](=O)[O-])c1 | 0% | 2% | 0.0% | 3.1% | -0.1 | 83 | -10% | i | 39 | 8% | -1.8%
COc1ccc(OCc2nnc(SCC(=O)O)n2N)cc1 | -1% | 7% | 0.5% | 1.3% | -0.1 | 100 | 4% | i | 21 | 6% | -0.2%
CCOc1ccc(NC(=O)CSc2ncnc3c2sc2ccccc23)cc1 | 4% | 6% | 1.0%[50 µM] | 0.4% | / | / | -5% | i | 36 | -2% | 1.1%
Cc1cc(C(C)(C)CC(C)(C)C)ccc1OCCOCC[N+](C)(C)Cc1ccccc1 | 32µM* | 7% | -20% | -3.7% | 20 | 37 | 31% | i | 66 | 4% | /
COc1ccccc1N1CCN(C(=O)CN(Cc2ccc(Cl)cc2)S(C)(=O)=O)CC1 | -10% | 16% | 0.0% | 0.2% | 0.5 | 57 | 20% | i | 36 | 3% | -0.9%
CCc1ccc(-c2nc(C)c(CCO)c(=O)[nH]2)cc1 | -11% | 7% | 0.4% | -0.9% | 0.7 | 88 | 11% | i | 41 | 0% | -0.1%
COc1ccccc1Nc1nnc(C)c(=O)[nH]1 | -2% | 4% | 0.4% | 0.4% | 1.1 | 85 | 9% | i | 50 | -1% | -0.4% | NS5 inhibitors pilot replicate=3.5
CCCN(CCC)S(=O)(=O)c1ccc(C(=O)Nc2nnc(COC)o2)cc1 | 0% | 8% | 0.2% | 2.3% | -0.9 | 75 | 2% | i | 52 | -4% | -1.9%
CN(C)c1ccc(/C=C(\C#N)c2ccccn2)cc1 | 9% | 12% | 2.6% | 14% | 0.5 | 67 | -56% | i | 33 | -48% | -1.3%
CC(C)(C)OC(=O)C[C@@H]1C/C=C\C[C@@H](CC(=O)NCCO)C(=O)N[C@H](Cc2ccccc2)COC1=O | / | 5% | -1.1% | / | -2.4 | 52 | / | i | 6 | -7% | /
O=C(O)C1CCN(S(=O)(=O)c2cccc3nonc23)CC1 | -8% | -2% | 0.2% | 1.0% | 0.2 | 49 | 13% | i | 27 | 2% | -0.2%
Cc1ccc(S(=O)(=O)Nc2nc3ccccc3nc2N2CCc3ccccc3C2)cc1 | 2% | 4% | -1.8% | 18% | -0.3 | 66 | 0% | i | 24 | -5% | /

Filtered by structure, the compounds so far containing a cyano group (2)
SMILES | PhoP inhibition | MgcRacGAP inhibition | K1F lysis inhibition | RSV antiviral HEp-2 | NTR1 ag | NTR1 ag cell count 20 µM | Large T inhibition | T cell HTS | T cell HTS vesicle-bound % | NS5 inhibitors | West Nile antiviral | others
CCN(C(=O)COC(=O)/C(C#N)=C/c1ccc(N(C)C)cc1)C1CCS(=O)(=O)C1 (centres undefined) | / | 0% | 5.4% | / | -0.5 | 46 | / | i | 49 | -45% | /
CN(C)c1ccc(/C=C(\C#N)c2ccccn2)cc1 | 9% | 12% | 2.6% | 14% | 0.5 | 67 | -56% | i | 33 | -48% | -1.3%

Outcome played no part in choosing rows, and some 1.5% of all compounds hit somewhere here.
